Screening data deposited in PubChem by Johns Hopkins Ion Channel Center.
MrgX1 ag – human MrgX1 receptor agonism, primary screen | Q96LB2 | MrgX1-HEK293 cells, Fluo-4 calcium fluorescence, agonist mode; active compounds read high | B-score at 10 µM | 310,000 compounds, 0.44% hits | AID 588627;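 active = calcium response B-score plate-corrected fluorescence ratio at least 3 library SD, with starting fluorescence B-score inside 5 SD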
Target sequence (Q96LB2 whole entry, looked up): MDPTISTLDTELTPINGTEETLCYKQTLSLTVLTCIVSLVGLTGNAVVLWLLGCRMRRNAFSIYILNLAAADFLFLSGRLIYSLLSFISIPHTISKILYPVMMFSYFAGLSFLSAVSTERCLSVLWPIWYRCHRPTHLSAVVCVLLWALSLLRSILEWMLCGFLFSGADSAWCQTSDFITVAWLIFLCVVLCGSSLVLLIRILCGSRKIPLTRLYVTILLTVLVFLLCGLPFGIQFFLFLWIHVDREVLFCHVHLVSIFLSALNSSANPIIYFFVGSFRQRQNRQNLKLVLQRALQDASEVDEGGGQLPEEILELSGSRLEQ
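Material: MrgX1-expressing HEK293 cells / Dosing: compound as first of three additions / Incubation: overnight seeding, then 1 h dark dye loading / Signal: Fluo-4 NW calcium fluorescence / Evaluation: B-scored fluorescence response ratio / Benchmarks: positive and negative control wells on each plate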
TRPC4 PAM – allosteric potentiators of mouse TRPC4 channel. HEK293 TRPC4beta/mu-opioid, DAMGO EC20, Fluo-4 Ca2+ flux; active compounds read high. B-score at 10 µM. Q9QUQ5. 310,000 compounds, 0.42% hits;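 active = B-score of calcium response area above 5 SD of library B-scores, with initial fluorescence ratio within 5 SD of library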;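 also: B-score of integrated fluorescence ratio over time as area under calcium response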
TMEM16A act – mouse TMEM16A channel activation, primary screen; Q8BHY3; HEK293 TMEM16A/YFP-H148Q/I152L, iodide quench fluorescence; active compounds read low; B-score at 10 µM; 340,000 compounds, 0.3% hits; AID 623877;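 active = fluorescence-ratio B-score plate-corrected deviation score at least 3 library SD below zero, with starting fluorescence score within 5 deviations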;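 also: channel opened by trigger with iodide after compound preincubation; score built on the fluorescence ratio of max minus min over baseline; more negative score means more quench and so TMEM16A activation or potentiation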
RGS4 inh – human RGS4 inhibition; P49798; HEK293 M3R/RGS4 inducible, Fluo-4 calcium flux; active compounds read high; triggered by carbachol at its EC20; B-score at 10 µM; 310,000 compounds, 0.45% hits; AID 463165;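 active = B-score, a plate-corrected calcium signal, over three deviations above library mean, with baseline fluorescence within five deviations of library mean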;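 also: RGS4 expression induced by doxycycline in cells with stable M3 receptor; B-score is computed from the integrated fluorescence ratio over baseline after carbachol; higher B-score means a larger calcium signal and so more RGS4 inhibition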
Target sequence (P49798 whole entry, looked up): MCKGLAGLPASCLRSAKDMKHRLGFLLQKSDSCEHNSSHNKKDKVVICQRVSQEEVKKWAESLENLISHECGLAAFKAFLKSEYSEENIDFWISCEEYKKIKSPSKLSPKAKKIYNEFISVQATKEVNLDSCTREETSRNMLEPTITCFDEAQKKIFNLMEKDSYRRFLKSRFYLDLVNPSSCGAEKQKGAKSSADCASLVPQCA
TRPC6 inhibitor – blocks the mouse TRPC6 cation channel. 310,000 compounds, 1.1% hits. Q61143. HEK293-TRPC6, membrane potential dye, ACh-evoked depolarization; active compounds read low. B-score at 10 µM. AID 2553;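 active = B-score under library mean minus 3 SD, initial fluorescence not abnormally high, positive integrated signal ratio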;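 also: B-score derived from integrated fluorescence ratio over the kinetic read; more negative B-score means stronger inhibition of depolarization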
TRPC4 inh – TRPC4 (mouse) channel inhibition; Q9QUQ5; HEK293 TRPC4beta/mu-opioid, DAMGO-evoked Fluo4 calcium flux; active compounds read low; B-score at 10 µM; 300,000 compounds, 0.39% hits;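 active = B-score over 3 SD under the library average, no early fluorescence shift, positive overall ratio signal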
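Material: HEK293 cells with stable TRPC4beta plus mu-opioid receptor expression / Probe or stimulus: DAMGO in two steps, submaximal then maximal / Compound: single concentration per test compound / Technique: kinetic Fluo4 fluorescence imaging of calcium influx / Read-out: per-well B score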
TRPC6 activator – mouse TRPC6 channel activation; HEK293-TRPC6 membrane potential dye fluorescence; active compounds read high; 310,000 compounds, 0.13% hits; B-score at 10 µM;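 active = B-score of the integrated fluorescence ratio above library mean plus 3 SD, and starting fluorescence ratio within library mean plus 5 SD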;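 also: higher score means more depolarization so channel activation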
TMEM16A inh – mouse TMEM16A channel inhibition, primary screen. Q8BHY3. HEK293 TMEM16A/YFP iodide influx fluorescence, ionomycin. normalized B-score (activity score, 25-100; higher = stronger inhibition) at 10 µM. 310,000 compounds, 1.2% hits;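 active = ratio plate-corrected score three or more library SD toward inhibition, starting fluorescence score within five deviations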;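 also: score derived from kinetic fluorescence span divided by baseline fluorescence per well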
MrgX1 antagonist – human MrgX1 receptor antagonism, primary screen. MRGX1-HEK293 calcium flux, Fluo-4, BAM8-22 antagonism; active compounds read low. Q96LB2. B-score at 10 µM. 310,000 compounds, 1.3% hits;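 active = calcium-response B-score plate-corrected more than 3 library SD below zero, starting fluorescence within 5 deviations, no agonist response on first addition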;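 also: peak minus trough fluorescence over baseline after final BAM8-22 challenge near maximal dose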
TRPC4 act – opens the mouse TRPC4 cation channel. B-score at 10 µM. Q9QUQ5. AID 2237. HEK293 TRPC4beta/mu-opioid, Fluo4 calcium fluorescence; active compounds read high. 310,000 compounds, 0.49% hits;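 active = B-score above 5 SD of library B-scores, and initial fluorescence ratio not above library mean plus 5 SD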;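 also: positive B-score marks a calcium rise read as TRPC4 activation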
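Technique: kinetic Fluo4 calcium fluorescence; Test system: TRPC4beta and mu-opioid receptor HEK293 stable cells; Measure: B-scored integrated calcium fluorescence ratio; Benchmarks: low control buffer alone, high control maximal DAMGO; Schedule: 45 min room-temperature Fluo4 loading, 110 s read.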
MrgX1 PAM – human MrgX1 positive allosteric modulation, primary screen; Q96LB2; MrgX1-HEK293, Fluo-4 calcium flux, FDSS; active compounds read high; B-score at 10 µM; 310,000 compounds, 0.63% hits;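 active = plate-corrected calcium response at least 3 library SD above typical, normal starting fluorescence, not activating the receptor alone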;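 also: compound read alongside a low EC10 to EC30 dose of BAM8-22 agonist; peak minus trough fluorescence over baseline measured at the second addition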
An asterisk follows results filed as active; i = inactive; . = not tested or not shown.

SMILES	MrgX1 ag	TRPC4 PAM	TMEM16A act	RGS4 inh	TRPC6 inhibitor	TRPC4 inh	TRPC6 activator	TMEM16A inh	MrgX1 antagonist	TRPC4 act	MrgX1 PAM
OCC1(Cc2ccc(Cl)cc2)CCN(CC2CC=CCC2)CC1 (configuration not stated)	i	i	i	i	i	i	i	i	i	i	i
Cc1cc(Cl)ccc1NS(=O)(=O)c1c(C)[nH]c(=O)[nH]c1=O	i	i	i	i	i	i	i	i	i	i	i
O=c1[nH]c(N2CCOCC2)nc2ncn(Cc3ccccc3)c12	i	i	i	i	i	i	i	i	i	i	i
COc1ccc(/C=C(\NC(=O)c2ccc(Cl)cc2)C(=O)NCCCn2ccnc2)cc1OC	i	i	i	i	i	i	i	i	i	i	i
Cc1ccc(C)c(SCC(=O)Nc2cccc(S(=O)(=O)NC3=NCCCCC3)c2)c1	i	i	i	i	i	i	i	i	i	i	i
Cc1cccc(NC(NC(=O)Cc2ccccc2)C(Cl)(Cl)Cl)c1 (configuration not stated)	i	i	i	i	i	i	i	i	i	i	i
CCN1CCC(N2CCN(c3ccccc3OC)CC2)CC1	i	i	i	i	i	i	i	i	i	i	i
CCOc1ccc(CCNC(=O)CCc2nc(-c3ccc(C)cc3)no2)cc1OCC	i	i	i	i	i	i	i	i	i	i	i
Cc1ccc(S(=O)(=O)NCCSc2nncn2C)cc1	i	i	i	i	i	i	i	i	i	i	i
CCOC(=O)C1=NN(c2ccccc2C)C2=NC(C)=C(C(=O)OC)C(c3cccc(OC)c3)N12 (configuration not stated)	i	i	i	i	i	-5*	i	i	i	i	i
CCOc1ccccc1N(CC(=O)Nc1ccc(S(=O)(=O)N2CCCC2)cc1)S(C)(=O)=O	i	i	i	i	i	i	i	i	i	i	i
CNC(=O)c1sc2nc(-c3ccc(OC)cc3)cn2c1C	i	i	i	i	i	i	i	i	i	i	i

With a hit mark in TRPC4 inh (from the list above):
molecule | TRPC4 PAM | TMEM16A act | RGS4 inh | TRPC4 inh | TRPC6 activator | MrgX1 antagonist | TRPC4 act
CCOC(=O)C1=NN(c2ccccc2C)C2=NC(C)=C(C(=O)OC)C(c3cccc(OC)c3)N12 (configuration not stated) | i | i | i | -5* | i | i | i

Following part
SMILES	MrgX1 ag	TRPC4 PAM	TMEM16A act	RGS4 inh	TRPC6 inhibitor	TRPC4 inh	TRPC6 activator	TMEM16A inh	MrgX1 antagonist	TRPC4 act	MrgX1 PAM
O=C(NCC(c1ccco1)N1CCc2ccccc21)c1cccc(F)c1 (configuration not stated)	i	i	i	i	i	i	i	i	i	i	i
COc1ccc(NC(=S)N2CCC(C(=O)c3ccc(F)cc3)CC2)c(OC)c1	i	i	i	i	i	i	i	i	i	i	i
CC(OC(=O)c1ccc2c(=O)n3c(nc2c1)CCCCC3)C(=O)Nc1ccc(F)cc1Cl (configuration not stated)	i	i	i	i	i	i	i	i	i	i	i
Cc1cccc(NC(=O)CNC(=O)CN2C(=O)NC3(CCCc4ccccc43)C2=O)c1C (configuration not stated)	i	i	i	i	i	i	i	i	i	i	i
COCCn1nnnc1C(c1cccs1)N1CCN(c2cccc(C(F)(F)F)c2)CC1 (configuration not stated)	i	i	i	i	i	i	i	i	i	i	i
O=C(NC1CCN(Cc2ccccc2)CC1)c1ccc(Oc2cc(Cl)cc(Cl)c2)o1	i	i	i	i	i	i	i	i	i	i	i
CCCCNC(=S)Nc1cccc(S(=O)(=O)NC2=NCCC2)c1	i	i	i	i	i	i	i	i	i	i	i
CCn1c(SCC(=O)NNC(=O)c2ccc(C)cc2)nnc1C1CC1	i	i	i	i	i	i	i	i	i	i	i
CC(C)C(C(=O)NCC1CCCO1)N(C(=O)CNS(=O)(=O)c1ccc(F)cc1)c1ccccc1 (configuration not stated)	i	i	i	i	i	i	i	i	i	i	i
COc1ccc2c(c1)cc(C(=O)N[C@@H](CCSC)C(=O)N1CCC[C@H]1C(=O)O)n2C	i	i	i	i	i	i	i	i	i	i	i
CCC1(CC)C(=O)C(C)(C)C(=O)OC1c1ccccn1 (configuration not stated)	i	i	i	i	i	i	i	i	i	i	i
CC(Cc1cccs1)NC(=S)Nc1ccc(F)cc1 (configuration not stated)	i	i	i	i	i	i	i	i	i	i	i
N#C/C(=N\Nc1ccccc1[N+](=O)[O-])C(=N)N1CCCCC1	i	i	i	i	i	i	i	i	i	i	i
Cc1nc2c(cnn2-c2ccccc2)c(=O)n1/N=C/c1ccccc1	i	i	i	i	i	i	i	i	i	i	i
O=C(O)CSCC(=O)N1CCCCC1	i	i	i	i	i	i	i	i	i	i	i
CCOc1cccc2sc(N(CCN(CC)CC)C(=O)c3ccc(S(=O)(=O)N4CCCCC4)cc3)nc12	i	i	i	i	i	i	i	i	i	i	i
CCCCCC(O)c1cccc(OCc2ccc3ccccc3n2)c1 (configuration not stated)	i	i	i	i	i	i	i	100*	i	i	i
CC1(C)CC(=O)C2=C(C1)OC(N)=C([N+](=O)[O-])C2c1cccs1 (configuration not stated)	i	i	i	i	i	i	i	i	i	i	i
CCOC(=O)C1=C(C)OC(N)=C(C#N)C1c1c(C)nn(-c2ccc(C)cc2)c1Cl (configuration not stated)	.	i	.	i	i	i	i	.	.	i	.
O=C(Nc1ccccc1)c1ccc(S(=O)(=O)Nc2cccc(O)c2)cc1	i	i	i	i	i	i	i	i	i	i	i
CCc1cccc(C)c1NC(=S)NCC(c1cccnc1)N(C)C (configuration not stated)	i	i	i	i	i	i	i	i	i	91*	i
CC1CC(C)CN(c2oc(-c3ccccc3F)nc2C#N)C1 (configuration not stated)	i	i	i	i	i	i	i	i	i	i	i
COc1ccc(NC(=O)CN2CCCCC2)c([N+](=O)[O-])c1	i	i	i	i	i	i	i	i	i	i	i
CSc1ncc2ncn(C3OC(CO)C(O)C3O)c2n1 (configuration not stated)	i	i	i	i	i	i	i	i	i	i	i
Cc1cccc(N2CCN(S(=O)(=O)c3ccc4[nH]c(=O)ccc4c3)CC2)c1C	i	i	i	i	i	i	i	i	i	i	i
Cc1cccc(C(=O)Nc2sc3c(c2C#N)CCCCC3)c1	i	i	i	i	i	i	i	i	i	i	i
O=[N+]([O-])c1ccccc1OCCN1CCOCC1	i	i	i	i	i	i	i	i	i	i	i
CCOc1ccc(C(=O)C[n+]2ccccc2C)cc1	i	i	i	i	i	i	i	i	i	i	i
CC(C)CCn1c(SCC(=O)N2CC(=O)Nc3ccccc32)nc2scc(-c3cccs3)c2c1=O	i	i	i	i	i	i	i	i	i	i	i
COc1ccc(CNn2c(-c3ccccc3F)nc3ccccc3c2=O)cc1OC	i	i	i	i	i	i	i	i	i	i	i
COc1ccc(NS(=O)(=O)c2cc(NC(=O)c3ccco3)ccc2N2CCCC2)cc1	i	i	i	i	i	i	i	i	i	i	i
CC(=O)Nc1ccccc1-c1nc2ccc(C(=O)N3CCN(c4ccccc4)CC3)cc2[nH]c1=O	i	i	i	i	i	i	i	i	i	i	i
COc1ccccc1NC(=O)COc1ccc(C(=O)NC2CCCc3ccccc32)cc1OC (configuration not stated)	i	i	i	i	i	i	i	i	i	i	i
O=C(O)CC1(CC(=O)NCc2ccncc2)CCCCC1	i	i	i	i	i	i	i	i	i	i	i
CSC1=NCCN1C(=O)Cc1ccc(Cl)cc1	i	i	i	i	i	i	i	i	i	i	i
CCOc1ccc2ccccc2c1C(=O)N1CCOCC1	i	i	i	i	i	i	i	i	i	i	i
COCCCNC(=O)c1cccc(NC(=O)c2ccccc2)c1	i	i	i	i	i	i	i	i	-5.57*	i	i
CCN(CC)S(=O)(=O)c1ccc(S(=O)(=O)Nc2c(C)nn(C)c2C)cc1	i	i	i	i	i	i	i	25*	i	i	i
CC(C(=O)Nc1cccc(S(=O)(=O)N2CCOCC2)c1)N1CCN(c2ccc(F)cc2)CC1 (configuration not stated)	i	i	i	i	i	i	i	i	i	i	i
CCOC(=O)c1noc(C)c1C(=O)Nc1nc(C)cc(C)n1	i	i	i	i	i	i	i	i	i	i	i
CCNC(=S)N1CCN(c2nc(-c3ccc(F)cc3)cs2)CC1	i	i	i	i	i	i	i	i	i	i	i
O=C(NCc1cn2ccsc2n1)c1cccc(C(F)(F)F)c1	i	i	i	i	i	i	i	i	i	i	i
C=CCNc1oc(-c2cccs2)nc1C#N	i	i	i	i	i	i	i	i	i	i	i
CCC(CC)c1nnc(NC(=O)C2CC(=O)N(c3ccc4c(c3)OCCO4)C2)s1 (configuration not stated)	i	i	i	i	i	i	i	i	i	i	i
COc1ccc(Oc2cccc(Cl)c2CNC(=O)CSCC(=O)O)cc1	i	i	i	i	i	i	i	i	i	i	i
CC(C)(O)C(=O)NN(C(=O)c1ccccc1)c1cccc(Br)c1	i	i	i	i	i	i	i	i	i	i	i
Cc1[nH]c(C)c(S(=O)(=O)N2c3ccccc3CC2C)c1C(=O)N1CCCCC1 (configuration not stated)	i	i	i	i	i	i	i	i	i	i	i
CCN1CCCC1CNC(=O)c1[nH]c2ccc(OC)cc2c1C (configuration not stated)	i	i	.	i	i	i	i	i	i	i	i
Cc1ccc(Sc2c(CO)c(-c3ccccc3)nn2C)cc1	i	i	i	i	i	i	i	100*	i	i	i
COc1ccc(/C(C)=N/NC(=O)CCC(=O)Nc2ccc(Cl)cc2Cl)c(OC)c1	i	i	i	i	i	i	i	i	i	i	i
CCN1CCN(C(=O)c2ccc(Cn3c(=O)[nH]c4cc(OC)c(OC)cc4c3=O)cc2)CC1	i	i	i	i	i	i	i	i	i	i	i
O=C(C1CCCC1)N1CCN(S(=O)(=O)c2ccc(F)c(F)c2F)CC1	i	i	i	i	i	i	i	i	i	i	i
CC(C)NC(=O)c1ccc2c(=O)n(CC3CCCO3)c(=S)[nH]c2c1 (configuration not stated)	i	i	i	i	i	i	i	i	i	i	i
CCn1c(C)c(C(C)=O)c(SC)nc1=S	i	i	i	i	i	i	i	i	i	i	i
C/C(=N\NC(=O)c1nnn(-c2nonc2N)c1CSc1ccccc1)c1cccnc1	i	i	i	i	i	i	i	i	i	i	i
